Vif-A3G inh: blocks the Vif interaction with human APOBEC3G | HeLa A3G-eYFP + Vif (tagged APOBEC3G with the HIV-1 protein that degrades it), YFP fluorescence, overnight | Potency, µM (top dose mostly 46.1 µM), for the others: at the highest dose activity, negative = active, actives largely listed as inhibitors | actives 0.076% (n = 410,000) | AID 602310;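 further: on the % scale 0 is the no-effect control and ±100 the full control effect; nearly all actives have a fitted effect of over 60% in size; hits raise eYFP signal because A3G escapes Vif-driven loss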
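HeLa cells stably expressing Vif and C-terminally eYFP-tagged A3G, seeded overnight at 37 deg C, then exposed to compound by pintool overnight at 37 deg C. Rise in yellow fluorescence (Ex 488/Em 500-530, Acumen) marks blocked Vif-driven A3G degradation.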
Vif-APOBEC3F blk: Vif-A3F binding inhibition. HeLa A3F-eYFP + Vif (tagged APOBEC3F with the HIV-1 protein that degrades it), YFP fluorescence increase. AID 602313. actives 0.2% (n = 390,000). Potency, µM (series often up to 46.1 µM), inactives show at the highest dose activity, negative = active; further: % of control where 0% means no effect; nearly all actives have a fitted effect of over 65% in size
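Fluorescence increase (Ex 488/Em 500-530) after overnight compound treatment at 37 deg C flags inhibition of Vif-driven A3F-eYFP loss in stable HeLa A3F-eYFP/Vif cells seeded overnight beforehand.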
12-LOX inh: blocks human arachidonate 12S-lipoxygenase; P18054; purified 12hLO, xylenol orange hydroperoxide absorbance; Potency, µM (titrated, usually from 108 µM), without a hit: at the top dose activity change, negative = inhibition, usual class: inhibitors; actives 1.1% (n = 580,000); AID 1671190; further: on the % scale 0 is the no-effect control and ±100 the full control effect
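Purified human 12hLO (150 nM final) in 25 mM Hepes, 0.01% Triton X-100, pH 7.0 was preincubated 15 min at room temperature with compound. Then 40 uM arachidonic acid was added, 30 min. Hydroperoxide was read by Fe-XO absorbance ratio 573/405 nm.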
USP1 inh: USP1/UAF1 (human) deubiquitinase inhibition. O94782. Potency, µM (top dose mostly 57.1 µM), for inactives: top-dose activity change, negative = inhibition, hits mostly inhibitors. actives 0.23% (n = 390,000). recombinant USP1/UAF1, Ub-Rhodamine cleavage fluorescence; further: on the % scale 0 is the no-effect control and ±100 the full control effect; nearly all actives have a fitted effect of over 60% in size; inactives centre near -12
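High-throughput fluorogenic screen: 1nM USP1/UAF1 complex, Ub-Rho substrate 150nM final, 50mM HEPES pH 7.8 with 0.5mM EDTA, 0.1 mg/ml BSA, 1mM TCEP and 0.01% Tween-20.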
RXFP1 ag: RXFP1 (human) receptor agonism; HEK293T-RXFP1 cAMP TR-FRET, 30 min; response scale: percent of porcine relaxin response, buffer zero; Potency, µM (highest dose often 57.5 µM), for inactives: at the highest dose activation, actives largely listed as activators; actives 0.3% (n = 370,000); further: on the % scale 0 is the no-effect control and ±100 the full control effect; nearly all actives have a fitted effect of over 60% in size; many of its hits are not listed in these tables
Target sequence (Q9HBX9 whole entry, looked up): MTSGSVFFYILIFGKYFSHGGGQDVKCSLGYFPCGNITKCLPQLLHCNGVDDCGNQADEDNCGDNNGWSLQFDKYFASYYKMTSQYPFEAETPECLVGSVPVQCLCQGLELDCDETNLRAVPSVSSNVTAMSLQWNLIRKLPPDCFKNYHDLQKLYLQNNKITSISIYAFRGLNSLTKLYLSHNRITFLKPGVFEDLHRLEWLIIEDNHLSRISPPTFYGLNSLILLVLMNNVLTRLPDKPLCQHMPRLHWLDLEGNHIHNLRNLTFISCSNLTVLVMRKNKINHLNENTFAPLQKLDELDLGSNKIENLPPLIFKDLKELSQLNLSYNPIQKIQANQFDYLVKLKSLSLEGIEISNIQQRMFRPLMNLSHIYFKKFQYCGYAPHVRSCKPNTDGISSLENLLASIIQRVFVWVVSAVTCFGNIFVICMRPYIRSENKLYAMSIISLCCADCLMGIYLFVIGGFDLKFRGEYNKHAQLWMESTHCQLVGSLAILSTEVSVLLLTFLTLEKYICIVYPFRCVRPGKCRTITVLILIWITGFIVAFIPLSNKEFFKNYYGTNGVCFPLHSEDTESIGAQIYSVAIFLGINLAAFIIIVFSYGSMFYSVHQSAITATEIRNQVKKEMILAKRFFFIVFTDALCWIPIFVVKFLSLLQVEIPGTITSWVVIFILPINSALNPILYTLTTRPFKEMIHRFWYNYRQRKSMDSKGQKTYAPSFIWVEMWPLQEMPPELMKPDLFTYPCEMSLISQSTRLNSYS
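HEK293T cells stably expressing RXFP1 were pretreated with the PDE4 inhibitor Ro 20174, exposed to compounds for 30 min at 37C, lysed, and cAMP was read by TR-FRET. Data normalized to buffer (basal) and 29 nM porcine relaxin (100%).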
IDH1 R132H inh: inhibitors of human mutant IDH1 R132H; IDH1-R132H enzyme, NADPH consumption, diaphorase/resazurin fluorescence; AID 602179; O75874; Potency, µM (series often up to 76.6 µM), inactives show top-dose activity change, negative = inhibition, usual class: inhibitors; actives 0.093% (n = 390,000); further: on the % scale 0 is the no-effect control and ±100 the full control effect; nearly all actives have a fitted effect of over 65% in size
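IDH1-R132H (0.5 ug/mL) preincubated 30 min with compound, then NADPH (0.016 mM) and alpha-KG (2 mM) added; 80 min at RT, pH 7.5. Remaining NADPH coupled via diaphorase/resazurin to fluorescence (540/590 nm); concentration-response curves normalized to no-enzyme control.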
TrxR1 substrate: substrates of rat thioredoxin reductase 1. actives 0.01% (n = 390,000). AID 588456. purified TrxR1 substrate turnover, NADPH consumption readout. O89049. Potency, µM (highest dose often 114 µM), inactives show top-dose activity change, negative = substrate turnover; further: on the % scale 0 is the no-effect control and ±100 the full control effect; nearly all actives have a fitted effect of over 50% in size
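Rat TrxR1, dispensed at 90 nM, was prereduced with 400 uM NADPH (final) for 5 min at ~22 deg C, then incubated with compound 15 min before 400 uM selenite. A first-read NADPH fluorescence drop versus no-compound background flagged substrates.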
TrxR1 inh: blocks rat thioredoxin reductase 1. recombinant rTrxR1, NADPH fluorescence consumption, selenite substrate. Potency, µM (highest dose often 114 µM), without a hit: at the top dose activity change, negative = inhibition, actives largely listed as inhibitors. actives 1% (n = 390,000); further: on the % scale 0 is the no-effect control and ±100 the full control effect; nearly all actives have a fitted effect of over 65% in size
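Rat TrxR1 (90 nM in the dispensed reagent) was pre-reduced with 400 uM NADPH for 5 min at room temperature, then incubated with compound for 15 min. After 400 uM selenite was added, NADPH fluorescence (Ex 340/Em 450 nm) was followed for 8 min.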
RGS4 inhibitor: inhibitors of human regulator of G protein signaling 4; P49798; Transcreener GDP fluorescence polarization, RGS4-accelerated GTP hydrolysis; Potency, µM (highest dose often 114 µM), without a hit: at the highest dose activity change, negative = inhibition, hits mostly inhibitors; actives 0.039% (n = 390,000); further: on the % scale 0 is the no-effect control and ±100 the full control effect; nearly all actives have a fitted effect of over 75% in size; some results filed as inactive show a strong effect at the top dose
Target sequence (P49798 whole entry, looked up): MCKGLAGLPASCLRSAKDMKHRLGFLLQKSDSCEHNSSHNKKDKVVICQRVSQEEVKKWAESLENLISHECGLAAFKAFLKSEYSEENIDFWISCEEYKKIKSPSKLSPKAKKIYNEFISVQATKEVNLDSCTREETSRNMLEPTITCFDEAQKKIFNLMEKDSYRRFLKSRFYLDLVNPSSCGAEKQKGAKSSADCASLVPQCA
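MLSMR compounds (23 nl, pin-transferred) preincubated 10 min at room temperature with a 500nM (2x) first reagent, then RGS4 at 900nM (2x) plus Transcreener GDP mix added; fluorescence polarization (620/688 nm) read before and after 90 min at 30 °C.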
* marks the source's active call; other numbers are inactive results; ? = inconclusive; / = not tested or not shown; [ ] = dose if it differs, or a comment. The call rests on the fitted dose curve; in most records, active means well fitted curve in the direction sought with a large enough effect; inconclusive means small, poorly fitted or top-dose-only effect, or another doubt; inactive means no such curve, though single readings can be large; an effect the other way counts as inactive or inconclusive. Potency means the concentration at half of the fitted maximal effect. This is a subset; rates above refer to the full screens.

SMILES | Vif-A3G inh | Vif-APOBEC3F blk | 12-LOX inh | USP1 inh | RXFP1 ag | IDH1 R132H inh | TrxR1 substrate | TrxR1 inh | RGS4 inhibitor
CCCn1c(=O)c2ccccc2n2c(SCC(=O)c3ccc(CC)cc3)nnc12 | -2% | -19% | ? | -11% | -0.1% | 1% | 19% | 13% | -33%
Cc1nc2ccc(N)cc2c(=O)n1Cc1ccc(Cl)cc1 | 2% | / | ? | 3% | 0.1% | -4% | 86%[activator] | 23% | 9%
CC(C)(C)CC(=O)Nc1ccc(Nc2ccccc2)cc1 | 0% | -3% | -18% | -17% | 0.6% | 1% | 4% | 20% | -1%
COc1cc(CN2CCNC(=O)C2CC(=O)N(C)CCCN2CCOCC2)cc(OC)c1 (stereo not given) | 1% | 2% | ? | -18% | 0.8% | 9% | 4% | -1% | 28%
CC(C)(C)c1ccc(-n2ncc3c2CCCC3NC(=O)CN2CCOC2=O)cc1 (stereo not given) | 9% | 1% | 3% | -14% | 4.9% | 2% | 0% | 19% | -20%
COc1cc(S(=O)(=O)N2CCCCCC2)ccc1-n1cnnn1 | -3% | 1% | ? | 5% | 1.1% | 0% | 1% | 23% | -1%
CC(C)(C)[C@@H]1C=C(C(=O)O)[C@H](c2ccc(Cl)cc2)N1S(=O)(=O)c1ccccc1 | 1% | 0% | -1% | -2% | / | 2%[38.3 µM] | -10% | -10% | 7%
COc1ccc(Cc2nc3ccc(C(=O)NCCSC)cc3o2)cc1 | 0% | -5% | 2% | -20% | / | -8% | -2% | 6% | 12%
CN(C(=O)c1ccccc1C(=O)OCC(=O)NCc1cccs1)C1CCCCC1 | 2% | 7% | -7% | -1% | 2.7% | -8% | -15% | -22% | 11%
CCC(C(=O)N/N=C(\C)c1cccnc1)c1ccccc1 (stereo not given) | 1% | 0% | -1% | -17% | -1.8% | -4% | -10% | -20% | 30%
COc1ccccc1NC(=O)C1CCCN(C(=O)NCc2ccccc2)C1 (stereo not given) | 0% | ? | -9% | -4% | -1.1% | 1% | -2% | 4% | 12%
N#CCCN(C(=O)Nc1ccccc1)C1CCCCC1 | 0% | 5% | -2% | -5% | / | 6% | 8%[57.1 µM] | 1%[2.29 µM] | 2%
COc1ccc(S(=O)(=O)N2CCCOC2CNC(=O)C(=O)NCCc2ccco2)cc1C (stereo not given) | ? | -28% | 0% | -16% | 2.5% | 12% | 1% | -12% | -33%
CC1CCCCC1NC(=O)COC(=O)c1ccccc1NC(=O)c1ccco1 (stereo not given) | -1% | 1% | -27% | -16% | 11% | 4% | 15% | -3% | -4%
Cc1sc2nc(CSCC(=O)Nc3ccc(C(=O)N(C)C)cc3)[nH]c(=O)c2c1C | -10% | -6% | 23% | -16% | 0.0% | 10% | 8% | 12% | -31%
COc1ccc(-c2c(C)cc3oc(=O)cc(-c4ccccc4)c3c2C)cc1F | 0% | 3% | -15% | -8% | / | 1% | -1% | -9% | 13%
CC(=O)N(Cc1cccnc1)c1nc2c(C)cc(C)cc2s1 | -3% | 1% | ? | -6% | -0.3% | 0% | -4%[57.1 µM] | 10%[57.1 µM] | 17%
N/C(=N\OC(=O)COc1ccc(Br)cc1Cl)c1ccncc1 | -7% | -2% | -4% | 3% | 0.0% | -4% | -7% | 3% | 36%
COc1cc2[nH]c(=S)nc(Nc3ccc(NC(C)=O)cc3)c2cc1OC | 7% | 1% | -18% | -9% | 4.1% | 3% | -2% | 10µM* | -31%[11.4 µM]
CCOc1ccc(CCNC(=O)CCNC(=O)c2ccc(Br)cc2)cc1OCC | -5% | 6% | / | -18% | -2.4% | 0% | -3% | 22% | ?
CCN(CC)S(=O)(=O)c1cccc(C(=O)Nc2nc3cc4c(cc3s2)OCCO4)c1 | 1% | -12% | -7% | -7% | 1.8% | -7% | 25% | -35% | -19%
Cc1c(C(=O)N2CCN(c3ccc([N+](=O)[O-])cc3)CC2)oc2ccccc12 | -8% | 14% | -14% | -25% | 0.7% | 4% | 1% | 0% | 16%
CCCc1cc(=O)n2nc(N3CCC(C(=O)N4CCN(c5cccc(OC)c5)CC4)CC3)sc2n1 | 9% | 8% | -16% | -14% | 0.3% | 0% | -8%[57.1 µM] | -15%[57.1 µM] | -11%[56.9 µM]
CCCCNC(=O)C(CC)Sc1nnc(-c2ccc(F)cc2)c(-c2ccc(F)cc2)n1 (stereo not given) | -4% | 2% | 5% | -12% | 13% | -12% | -4%[57.1 µM] | 3%[57.1 µM] | 26%
O=C(Cn1c(=O)nc(-c2ccccc2)c2cc(Cl)ccc21)Nc1ccc(F)c(Cl)c1 | 2% | 7% | 0% | -17% | 8.4% | -5% | 1% | 27% | -2%

3 compounds already listed, arranged by heavy-atom count, smallest number first.
SMILES | Vif-A3G inh | Vif-APOBEC3F blk | 12-LOX inh | USP1 inh | RXFP1 ag | IDH1 R132H inh | TrxR1 substrate | TrxR1 inh | RGS4 inhibitor
COc1ccc(Cc2nc3ccc(C(=O)NCCSC)cc3o2)cc1 | 0% | -5% | 2% | -20% | / | -8% | -2% | 6% | 12%
CCOc1ccc(CCNC(=O)CCNC(=O)c2ccc(Br)cc2)cc1OCC | -5% | 6% | / | -18% | -2.4% | 0% | -3% | 22% | ?
CCN(CC)S(=O)(=O)c1cccc(C(=O)Nc2nc3cc4c(cc3s2)OCCO4)c1 | 1% | -12% | -7% | -7% | 1.8% | -7% | 25% | -35% | -19%

Further results follow:
SMILES | Vif-A3G inh | Vif-APOBEC3F blk | 12-LOX inh | USP1 inh | RXFP1 ag | IDH1 R132H inh | TrxR1 substrate | TrxR1 inh | RGS4 inhibitor
COc1ccc(CCNC(=O)COC(=O)c2sc(C)nc2C)cc1 | -1% | 4% | 0% | -2% | -1.0% | 1% | 2% | 12% | 15%
Cc1nnc(SCc2cccs2)[nH]c1=O | -5% | 2% | 21% | -9% | -0.7% | 2% | 7%[57.1 µM] | 7%[57.1 µM] | 5%
OC(C#Cc1ccccc1)(c1ccccc1)c1ccccc1 | 2% | -11% | ? | -14% | / | -2% | -10% | 12% | 8%
O=C(CSc1ccccc1)Nc1ccccc1C(=O)O | -1% | 2% | -25% | -2% | 0.0% | 2% | 8% | 4% | 11%
C=C1C(=O)O[C@H]2[C@H]1[C@@H](O)CC(=C)[C@@H]1CC(=O)[C@@H](C)[C@H]21 | -13% | ? | / | -3% | -3.9% | -1% | 1%[2.29 µM] | 3%[2.29 µM] | -6%
O=C1c2ccccc2C2(c3ccccc3)N1CCN2C(=O)C(Cl)(Cl)Cl (stereo not given) | ? | -3% | 0% | -14% | -0.2% | -8% | 9%[57.1 µM] | 13%[57.1 µM] | -10%
CC(=O)c1ccc(NC(=O)CN2C(=O)CCc3ccccc32)cc1 | 1% | -10% | -14% | 6% | 2.1% | 7% | -3% | 27% | 2%
O=C(Nc1ccc(F)c([N+](=O)[O-])c1)C1CC(=O)N(Cc2ccccc2)C1 (stereo not given) | 1% | 3% | -2% | -25% | -0.5% | 0% | 3% | 11% | -8%
CCc1ccccc1NC(=O)CCNS(=O)(=O)c1ccc2c(c1)CCN2C(=O)C1CC1 | -3% | -1% | -27% | ? | 2.2% | -8% | 2%[57.1 µM] | 25%[57.1 µM] | -31%
COc1ccc(S(=O)(=O)N2CCN(c3ccc(Cl)c(Cl)c3)CC2)c2ccccc12 | 0% | 0% | -9% | -22% | 2.9% | -10% | 6%[11.4 µM] | 7% | -13%
NS(=O)(=O)c1ccc(NC(=O)/C=C/c2ccccc2Cl)cc1 | -2% | -6% | -4% | -7% | 0.3% | 1% | 1%[57.1 µM] | 18%[57.1 µM] | -20%
Cc1ccc(CNc2ncc(-c3ccccc3)n2C)o1 | 8% | 0% | -14% | -24% | -1.7% | -4% | 2% | 8% | -16%[56.9 µM]
Cc1cc(O)c(C(C)C)cc1NC(=S)Nc1cc(C(C)C)c(O)cc1C | -1% | 3% | ? | -23% | / | 11% | -3%[11.4 µM] | 8%[11.4 µM] | ?
O=c1oc2ccccc2cc1-c1csc(NN=C2CCCC2)n1 | -6% | -19% | -16% | -14% | 2.3% | -1% | -11% | -8% | -5%
CSc1ccc(CNC(=O)C2Cc3cc(S(=O)(=O)N4CCCCC4)ccc3N2C(C)=O)cc1 (stereo not given) | -1% | 4% | -3% | -22% | 1.5% | 0% | -4% | 18% | -16%[56.9 µM]
Cc1ccc(C(=O)Nc2ccc(C(=O)/C=C/c3cccs3)cc2)cc1 | -15% | 1% | -14% | -6% | 2.8% | -3% | -3% | 17% | 7%
O=C(N/N=C/c1ccc(O)cc1)c1cc[n+](Cc2ccccc2)cc1 | 3% | -5% | 0% | -12% | 1.7% | 6% | 4%[57.1 µM] | 9%[57.1 µM] | 7%
COc1ccccc1NC(=O)c1nn(-c2ccc(OC(F)(F)F)cc2)ccc1=O | 1% | -9% | -6% | -3% | 1.4% | 0% | 5%[57.1 µM] | 7%[57.1 µM] | -10%[11.4 µM]
CN1CCN(S(=O)(=O)c2ccc(Sc3nnc(-c4cccs4)n3-c3ccccc3)nc2)CC1 | 1% | 5% | 4% | -8% | 1.9% | -4% | 6%[57.1 µM] | 21%[57.1 µM] | -15%
O=c1cc(CSc2nnnn2-c2ccccc2)nc2sccn12 | -2% | -19% | / | -3% | 13% | 2% | -3% | 18%[57.1 µM] | -15%
